SENP6 block: SENP6 protease inhibitors, primary screen, biochemical, luminescence, uHTS; Sentrin-specific protease 6 (Homo sapiens), Q9GZR1; Recombinant SENP6 catalytic domain, aminoluciferin luminescence; inhibition, % at 10 µM; hit rate 1.8% among 330,000; AID 2599, 2010;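 active = inhibition above about 50% at the single tested dose, limit read from the data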;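 also: plate controls were DMSO wells with enzyme for no effect and DMSO wells lacking enzyme for full effect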
Target sequence (Q9GZR1 628-1112 limits assumed): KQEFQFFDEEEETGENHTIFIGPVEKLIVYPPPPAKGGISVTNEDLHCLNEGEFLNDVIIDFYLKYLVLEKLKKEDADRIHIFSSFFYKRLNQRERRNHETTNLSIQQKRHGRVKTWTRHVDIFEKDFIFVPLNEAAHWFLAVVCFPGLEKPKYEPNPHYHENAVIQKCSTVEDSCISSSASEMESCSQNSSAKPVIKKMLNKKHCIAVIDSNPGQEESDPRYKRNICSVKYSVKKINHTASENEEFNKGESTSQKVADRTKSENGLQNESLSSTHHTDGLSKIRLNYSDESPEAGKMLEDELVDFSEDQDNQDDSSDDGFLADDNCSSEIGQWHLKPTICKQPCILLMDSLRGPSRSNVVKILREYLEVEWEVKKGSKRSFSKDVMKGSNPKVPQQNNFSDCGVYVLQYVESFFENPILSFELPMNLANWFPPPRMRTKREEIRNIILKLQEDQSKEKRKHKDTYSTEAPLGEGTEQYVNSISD
HKDC1 inh: HKDC1 hexokinase inhibitors, primary screen, biochemical, fluorescence, uHTS. Q2TB90. inhibition, % at 20 µM. AID 493160, 2011. recombinant HKDC1, G6PDH/diaphorase resazurin coupled fluorescence. hit rate 0.16% among 340,000;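 active = inhibition above about 35% when tested at 20 µM, limit read from the data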;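 also: plate controls were DMSO wells with enzyme for no effect and DMSO wells lacking enzyme for full effect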
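Assay system: in-house recombinant HK5 (HKDC1) enzyme. Input: HKDC1 at 5 µg/mL. Medium: Tris pH 8.0 buffer with MgCl2, Tween-20, BSA, BME. Dosing: single 20 µM dose. Schedule: 90 min reaction incubation at room temperature, dark. Signal: resazurin-to-resorufin fluorescence via G6PDH and diaphorase coupling, 525/613 nm. Controls: DMSO-enzyme wells negative, buffer-substituted wells positive.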
NALP3 yeast inh: NALP3 inflammasome inhibitors in reconstituted yeast, primary screen, luminescence, uHTS | Yeast reconstituted NLRP3/ASC/caspase-1, beta-gal luminescence, 24 h | hit rate 0.39% among 330,000 | inhibition, % at 10 µM | AID 2825, 2010;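 active = inhibition of 50% or more; inactive = inhibition below 50%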;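 also: plate controls were induced DMSO wells for no effect and uninduced yeast grown without galactose for full effect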
Apaf-1 inh: inhibitors of human Apaf-1 apoptosome, primary screen, biochemical, DEVD-Rh110 fluorescence, uHTS | AID 489030, 2010 | Apoptotic protease-activating factor 1 (Homo sapiens), O14727 | reconstituted apoptosome caspase-3 activity | inhibition, % at 20 µM | hit rate 0.71% among 330,000; active = inhibition of at least 40% at 20 µM;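 also: plate controls were DMSO wells for no effect and DEVD-CHO caspase inhibitor wells for full effect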
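Material: biochemical Apaf-1 apoptosome reconstitution. Medium: Hepes buffer, pH 7.5. Also added: cytochrome c activation, bis-DEVD rhodamine 110 substrate. Timing: 30 min compound preincubation, 50 min activation, room temperature. Measured by: rhodamine 110 fluorescence at Ex 480/Em 540 nm.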
SENP7 inh: SENP7 protease inhibitors, primary screen, biochemical, luminescence, uHTS | recombinant SENP7, Z-RLRGG-aminoluciferin luminescence, 40 min | Sentrin-specific protease 7 (Homo sapiens), Q9BQF6 | inhibition, % at 5 µM | hit rate 1.5% among 330,000;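 active = inhibition above about 50% at the single test dose, limit read from the data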;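 also: plate controls were DMSO with enzyme for no effect and no enzyme buffer wells for full effect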
SENP8 block-1: SENP8 protease inhibitors, primary screen, biochemical, luminescence; Sentrin-specific protease 8 (Homo sapiens), Q96LD8; purified SENP8, Z-RLRGG-aminoluciferin cleavage; inhibition, % at 10 µM; hit rate 1.2% among 330,000; AID 2540, 2010; in the data active = inhibition above about 50%
Target sequence (Q96LD8 whole entry, looked up): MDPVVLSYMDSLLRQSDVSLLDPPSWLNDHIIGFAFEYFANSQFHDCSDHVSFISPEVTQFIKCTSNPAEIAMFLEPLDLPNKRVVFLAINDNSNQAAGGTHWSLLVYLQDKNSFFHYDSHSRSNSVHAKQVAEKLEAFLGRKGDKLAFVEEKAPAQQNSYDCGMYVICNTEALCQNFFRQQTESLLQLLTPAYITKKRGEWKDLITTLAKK
SENP8 block-2: human SENP8 protease inhibitors, primary screen, biochemical, fluorescence, Nedd8 protein substrate, uHTS; recombinant SENP8; inhibition, % at 20 µM; hit rate 0.64% among 360,000; AID 602440, 2012; in the data active = inhibition mostly above about 40%, no sharp cut-off; inactive = mostly below about 27%
SENP1 inh: human SENP1 catalytic domain inhibitors, primary screen, biochemical, FRET, uHTS; inhibition, % at 10 µM; Sentrin-specific protease 1 (Homo sapiens), Q9P0U3; recombinant SENP1 catalytic domain, CyPet-SUMO1-YPet FRET cleavage; hit rate 0.21% among 360,000;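 active = inhibition at least 30% at 10 µM, raw YFP signal under a set limit, fluorescence ratio 0.5 to 1.5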;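 also: 0% = enzyme with DMSO and 100% = no enzyme wells; some results filed as inactive read as strong as hits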
Target sequence (Q9P0U3 419-644 limits assumed): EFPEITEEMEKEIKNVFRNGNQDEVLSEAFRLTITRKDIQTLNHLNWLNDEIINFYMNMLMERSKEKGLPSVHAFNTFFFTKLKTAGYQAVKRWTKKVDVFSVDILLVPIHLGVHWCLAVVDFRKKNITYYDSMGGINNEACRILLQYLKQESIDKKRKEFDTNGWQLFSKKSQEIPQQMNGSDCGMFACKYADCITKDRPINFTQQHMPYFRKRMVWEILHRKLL
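system = hSENP1 catalytic domain, recombinant | reagent = SFCypet-SUMO1-SFYpet substrate at 25 nM | doses = one dose per compound, 10 µM, 0.5% DMSO | incubation = enzyme reaction for 50 min at room temperature, dark | measured by = FRET, CFP and YFP emission | controls = no-enzyme low, enzyme-DMSO high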
PfG6PD inh: PfG6PD enzyme inhibitors, primary screen, biochemical, fluorescence intensity, uHTS; glucose-6-phosphate dehydrogenase-6-phosphogluconolactonase (Plasmodium falciparum 3D7); PfGluPho enzyme, NADPH resazurin-diaphorase fluorescence; inhibition, % at 20 µM; hit rate 0.78% among 350,000;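 active = inhibition reaching at least a set limit at 20 µM in the primary screen, cut at about 59% in these data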;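 also: 0% = DMSO wells with substrate and 100% = DMSO wells lacking glucose-6-phosphate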
* hit, by the source's call; . = no result given.

SMILES	SENP6 block	HKDC1 inh	NALP3 yeast inh	Apaf-1 inh	SENP7 inh	SENP8 block-1	SENP8 block-2	SENP1 inh	PfG6PD inh
O=C1CCC(C(=O)N2CCCO2)CN1Cc1cccc(C(F)(F)F)c1 (stereo not drawn)	-2	-2	13	-7	-15	-9	14	4	-9
O=C(Nc1nnc(S(=O)(=O)N2CCCC2)s1)c1cccc([N+](=O)[O-])c1	52*	6	1	-4	20	34	2	2	97*
O=S(=O)(c1ccccc1)N(Cc1ccccc1)c1ccccn1	-5	0	-48	3	0	2	13	-1	58
Cc1ccc(C)c(C2=CSC3=NCCN23)c1	-21	1	16	0	4	-10	23	5	-2
O=C(O)C1CCCN1c1ncccn1 (stereo not drawn)	2	-13	2	2	7	2	8	1	-15
CCS(=O)(=O)N1CCN=C1SCc1cccnc1	8	11	15	10	10	-1	8	2	3
O=C(/C=C/c1ccc(F)cc1)N1CCN(Cc2ccccc2)CC1	-2	0	22	1	-11	-12	16	1	10
COc1ccc(-c2nnc(SCC(=O)NC(C)c3ccccc3)o2)cc1 (stereo not drawn)	-16	-4	12	0	2	-3	7	-1	6
CCCCn1nc2cc(C(=O)N(CC)c3ccc(OC)cc3)ccc2c1OCC	-5	8	4	10	-7	3	-498	-1	-12
Cc1ccc(S(=O)(=O)N2CCC[C@H]2C(=O)Nc2ccccc2Cl)cc1	-4	-3	31	-26	1	2	15	0	-9
C=CCn1c(SCC(=O)c2[nH]c(C)c(C(C)=O)c2C)nnc1-c1ccncc1	3	6	18	5	7	-13	19	1	3
Cn1c(SCc2ccc(Br)cc2)nc2c(c1=O)SCC2	-5	1	1	8	-4	-6	3	-1	-4
CCOc1ccc(Cl)cc1CSc1ncn[nH]1	8	-2	4	-6	-2	2	6	2	23
C/C(=C\c1ccccc1)C(=O)Nc1ccc(S(=O)(=O)Nc2ncccn2)cc1	-14	-9	-4	4	-1	0	10	0	-11
CCN(C(=O)c1cc(S(=O)(=O)N2CCCCC2)c[nH]1)c1ccc(OC)cc1	-8	9	16	6	0	2	8	2	-18
Cc1cc(C)c2c(n1)nn1c(C3CC3)cc(C(F)(F)F)nc21	-3	4	9	6	4	-3	-189	-13	-1
Cc1ccc(OCC(=O)Nc2nnn(C)n2)c(C)c1	1	2	-11	-2	2	-7	5	2	4
COc1ccc(S(=O)(=O)N2CCOCC2)cc1NC(=O)CCc1c[nH]c2ccccc12	-8	4	-1	-2	-8	-14	5	0	19
CCCCN(C(=O)c1cccc(S(=O)(=O)N2CCN(C)CC2)c1)c1c(N)n(CCCC)c(=O)[nH]c1=O	4	-1	24	-5	-2	-6	-56	-17	-15
Cc1cc(S(=O)(=O)NCCCN2CCOCC2)c(C)cc1Cl	-7	-9	10	2	-2	7	8	4	10
CCCCCCCCCC(=O)N[C@@H]1c2cc(OC)c(OC)cc2C[C@H]1OCc1ccccc1	.	-4	.	22	5	.	2	3	18
O=C(COC(=O)c1ccc(Br)cc1)NC1CCCC1	-8	-4	16	5	-3	-1	10	4	-17
CC(=O)Nc1ccc(S(=O)(=O)NC(C)(C#N)C2CC2)cc1 (stereo not drawn)	-20	0	18	-2	-5	3	10	2	3
CC(C)c1ccc(N=Cc2c(O)c3ccccc3oc2=O)cc1	85*	3	31	-17	91*	63*	-146	-21	4
Cc1cc(NC(=S)NC(=O)c2ccco2)c2ccccc2n1	-8	-4	19	-13	5	2	0	-33	-6
Cn1c(=O)c2c(nc(SCC(=O)c3ccc(F)cc3)n2C)n(C)c1=O	13	3	-5	6	14	4	4	1	5
COc1cc(-c2cc(=O)c3c(O)c(OC)c(OC)c(OC)c3o2)cc(OC)c1OC	-9	1	16	-1	2	-3	26	3	18
CCn1cc(SCC(=O)Nc2cc(C)on2)c2ccccc21	-18	-6	20	17	-8	-14	8	2	4
Cc1oc2cc3oc(=O)c(CC(=O)NCC(=O)N[C@@H](C(=O)O)c4ccccc4)c(C)c3cc2c1C	0	5	-7	-8	-8	10	-214	-35	-19
CCS(=O)(=O)C(=C1Nc2ccccc2N1)S(=O)(=O)CC	-15	-7	3	10	-5	-2	18	3	-9
O=C(c1cnn2c(C(F)(F)F)cc(-c3cccs3)nc12)N1CCCC1	-15	-3	15	-13	4	-2	-411	-69	-6
COc1ccc(CCNc2oc(COc3ccccc3F)nc2C#N)cc1OC	-12	-4	10	6	6	3	7	-4	6
COc1ccc(N2CCN(C(=O)C3CCCN(S(=O)(=O)c4ccc5c(c4)oc(=O)n5C)C3)CC2)cc1 (stereo not drawn)	15	0	1	8	-7	5	10	2	3
CNC(=O)CN1C(=O)c2ccccc2S1(=O)=O	8	-6	-6	-11	10	9	1	3	7
COc1ccc(OC)c(NC(=O)CN(C)CC(=O)Nc2ccccc2Br)c1	-21	-3	11	-9	0	5	13	4	9
O=C(NN1C(=O)c2ccc3c4c(ccc(c24)C1=O)CC3)c1ccc(Br)cc1	5	0	-2	21	1	0	-281	-1	4

An excerpt of these results, bar-delimited:
SMILES | SENP6 block | HKDC1 inh | NALP3 yeast inh | Apaf-1 inh | SENP7 inh | SENP8 block-1 | SENP8 block-2 | SENP1 inh | PfG6PD inh
COc1ccc(CCNc2oc(COc3ccccc3F)nc2C#N)cc1OC | -12 | -4 | 10 | 6 | 6 | 3 | 7 | -4 | 6
Cn1c(=O)c2c(nc(SCC(=O)c3ccc(F)cc3)n2C)n(C)c1=O | 13 | 3 | -5 | 6 | 14 | 4 | 4 | 1 | 5
CCn1cc(SCC(=O)Nc2cc(C)on2)c2ccccc21 | -18 | -6 | 20 | 17 | -8 | -14 | 8 | 2 | 4

(further entries)
SMILES	SENP6 block	HKDC1 inh	NALP3 yeast inh	Apaf-1 inh	SENP7 inh	SENP8 block-1	SENP8 block-2	SENP1 inh	PfG6PD inh
O=C(CNC(=O)/C(=C\c1ccccc1)NC(=O)c1ccc(Br)cc1)OCc1ccccc1	-16	0	5	18	-9	-8	24	-2	4
COc1ccc(C2=CCCCCC2)c(OC)c1OC	.	3	.	.	.	.	7	2	11
Cc1ccc(S(=O)(=O)N2CCC[C@H]2C(=O)OCc2nc3ccccc3s2)cc1	.	-1	.	.	.	.	3	-1	12
CCC1(c2ccccc2)NC(=O)N(CC(=O)Nc2ccc(S(=O)(=O)NC3=NCCCCC3)cc2)C1=O (stereo not drawn)	-13	-4	12	4	3	2	2	3	-4
O=C(COC(=O)c1cccnc1Nc1cccc(C(F)(F)F)c1)NCc1ccc2c(c1)OCO2	-3	-6	-3	3	-4	-5	-194	2	-8
CC(OC(=O)c1ccc(Br)c(S(=O)(=O)N2CCOCC2)c1)C(=O)NC1CCCCC1C (stereo not drawn)	13	-4	-5	8	1	8	15	0	-2
[N-]=[N+]=CC(=O)C(O)(c1ccccc1)C(Cl)c1ccccc1 (stereo not drawn)	-7	-1	15	-8	1	3	18	6	3
O=C1Nc2ccccc2OCc2c1cccc2[N+](=O)[O-]	-2	3	0	-12	-4	1	27	4	5
COc1ccccc1C(CNC(=O)c1cccc(S(=O)(=O)NCc2ccccc2)c1)N(C)C (stereo not drawn)	-2	-5	12	22	15	-14	12	-1	0
C#CCOCCOCCOCCNc1nc(N2CCN(C(=O)[C@H](C(C)C)n3cc(CCO)nn3)CC2)nc(N2CCN(C(=O)[C@H](C)n3cc(CCCN=C(N)N)nn3)CC2)n1	.	-6	.	.	.	.	18	0	11
COC(=O)C1=C(C)N(c2ccccc2)/C(=C/c2ccco2)C1=O	5	2	20	-4	-2	3	18	-1	4
O=C(NC1CC1)c1cc(=S)[nH]c2ccccc12	-20	-8	0	10	-7	-17	-52	1	60*
COc1ccc2oc(C(=O)c3ccccc3)c(N)c2c1	44	-2	14	15	27	12	.	.	3
NS(=O)(=O)c1ccc(NC(=O)CN2C(=O)CCC2=O)cc1	-18	-5	-2	3	-4	-3	13	-1	14
COc1ccc(NC(=O)c2ccc(C)cc2)c[n+]1[O-]	.	0	.	.	.	.	13	1	15
CCOc1ccc(-n2c(C)c(C(=O)O)c3cc(OC)ccc32)cc1	-26	0	19	2	7	8	1	-1	3
CCOc1cc(C2c3c(n[nH]c3C)C(=O)N2c2ccc(Br)cc2)ccc1O (stereo not drawn)	-4	1	1	11	-4	1	15	-115	1
COc1ccc(-c2cc(C(=O)NN)[nH]n2)cc1	-15	-5	-8	6	-13	-26	12	-1	-9
C/C(=C\C(=O)c1ccc(Br)cc1)NCc1ccc2c(c1)OCO2	7	-3	18	21	7	-1	-34	2	2
CCC(C)(CC(=O)Nc1nccs1)c1ccccc1 (stereo not drawn)	-12	-2	-21	5	3	-4	14	0	2
O=C(CCc1nc(-c2ccccc2Cl)no1)NCc1ccco1	8	-4	2	-6	4	13	10	0	-5
COc1ccc(/C=C2/CCC(CN3CCOCC3)C2=O)cc1 (stereo not drawn)	.	15	.	.	.	.	19	1	76*
CN(C)c1nc2c(c(=O)[nH]c(=O)n2C)n1Cc1ccc(F)cc1	-13	-5	22	10	-21	-18	11	2	-5
Cc1cc(C)c(NC(=O)COc2ccccc2C(=O)Nc2ccc3c(c2)oc2ccccc23)c(C)c1	-21	-5	-7	0	3	-7	-78	2	4
Cc1nn(Cc2cccc(C(=O)Nc3ccn(Cc4ccccc4)n3)c2)c(C)c1[N+](=O)[O-]	-11	0	16	8	3	-5	7	3	3
COc1ccc(CCC2CCNCC2)cc1	-9	6	7	1	1	2	18	2	-6
CN1c2ccc([N+](=O)[O-])cc2C(C)(C)C12C=Cc1cc(C(=O)O)ccc1O2 (stereo not drawn)	-7	10	15	8	-2	0	22	10	-16
CCN(c1ccccc1)S(=O)(=O)c1ccc(C(=O)NNC(=O)c2ccccc2F)cc1	7	7	10	14	-1	-5	7	3	-25
COc1ccc(C(=O)c2c(-c3ccc(OC)cc3)oc3ccc(-c4cc(OC)c(OC)c(OC)c4)cc23)cc1	-13	0	4	11	-6	-7	-199	-1	-7
COc1cccc(C2C(C#N)=C(N)SC(c3ccccc3)C2[N+](=O)[O-])c1 (stereo not drawn)	-5	-6	5	20	-4	-4	6	-1	2
CC(=O)c1ccc(NC(=S)NC(=O)c2c(Cl)c(C)nn2C)cc1	-6	-2	11	7	4	-2	6	-1	9
N/C(Cc1ccc([N+](=O)[O-])cc1)=N\OC(=O)Cc1ccccc1	11	-5	31	-6	-1	6	13	2	10

Source: PubChem (Sanford-Burnham Center for Chemical Genomics)
